AT treatment = qHTS Assay for Identifying a Potential Treatment of Ataxia-Telangiectasia; […] A-T fibroblasts, KAP-1 phosphorylation AlphaLISA; neocarzinostatin DNA damage 30 min before lysis; Potency, µM (titrated, usually from 57.5 µM), for inactives: at the highest dose activation, hits mostly activators; 320,000 compounds, 0.19% hits; further: potency means the concentration at half of the fitted maximal effect; % of control where 0% means no effect; nearly all actives have a fitted effect of over 45% in size
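hTERT-immortalized A-T patient fibroblasts ([…]), 500 cells/well in OPTI-MEM, 1% FBS, got compounds for 60 min, then NCS for 30 min at 37C. Lysates were then assayed for phospho-KAP-1 by AlphaLISA (anti-pKAP1 donor, anti-KAP1 acceptor beads), 6 hr at 25C.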
CXXC DNA block = qHTS Fluorescence Polarization Assay for Inhibitors of MLL CXXC domain - DNA interaction | Histone-lysine N-methyltransferase 2A (Homo sapiens), Q03164 | MLL-CXXC / FITC-HOXA9 DNA fluorescence polarization | Potency, µM (titrated, usually from 115 µM), inactives show at the top dose activity change, negative = inhibition, usual class: inhibitors | 290,000 compounds, 0.037% hits; active means well fitted inhibition curve with a large enough effect in the polarisation, with a control signal flat, not every such curve was filed as active; inconclusive means small, poorly fitted or top-dose-only effect, or effect the other way, or a change in a side signal; inactive means no such curve, though single readings can be large or run the other way; the % refers to the polarisation; further: potency means the concentration at half of the fitted maximal effect
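Purified MLL-CXXC (added from a 7 uM solution) was preincubated 5 min at ambient with pinned compounds in 50 mM Tris-HCl pH 7.5, 50 mM NaCl, 1 mM DTT, 0.05% BSA. Fluorescein-labeled HOX-A9 DNA (50 nM solution) followed, 30 min, then polarization read.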
BRCA1 expr up = qHTS Assay to Identify Small Molecule Activators of BRCA1 Expression; MCF7-BRCA1-FFLuc reporter, luminescence, 48 h; response scale: scaled: vehicle 0%, 10 µM genistein 100%; Potency, µM (doses to about 46.1 µM), for inactives: at the highest dose activation, actives largely listed as activators; 380,000 compounds, 1.1% hits; AID 624202, 2012; further: potency means the concentration at half of the fitted maximal effect; nearly all actives have a fitted effect of over 80% in size; some results filed as inactive show a strong effect at the top dose
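MCF7-BRCA1-FFLuc, 2000 cells/well; 2 h attach, 37 °C/5% CO2; compound 48 h; luciferase substrate 15 min; luminescence end-point. Norm. to genistein 10 microM max activation and DMSO; concentration-response curves fitted.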
ELG1 repair inh = qHTS screen for small molecules that inhibit ELG1-dependent DNA repair in human embryonic kidney (HEK293T) cells expressing luciferase-tagged ELG1 | HEK293T ELG1-luciferase reporter, luminescence, 16 h; DNA damage induced by 5-fluorouridine | Potency, µM (series often up to 46.1 µM), for inactives: at the highest dose activity change, negative = inhibition, hits mostly inhibitors | 330,000 compounds, 2.3% hits | AID 504467, 2011; further: potency means the concentration at half of the fitted maximal effect; on the % scale 0 is the no-effect control and ±100 the full control effect; nearly all actives have a fitted effect of over 55% in size
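Step one: seed 2,000 cells per well. Step two: pin-transfer compound or DMSO alongside 5-fluorouridine. Step three: incubate 16 hr, 37 °C, 5% CO2. Step four: add ONE-Glo, wait 30 min, read luminescence.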
p53 reactivation = qHTS assay for re-activators of p53 using a Luc reporter | H1299 p53-A138V BP100-luciferase reporter, luminescence, 24 h | Potency, µM (doses to about 92.2 µM), without a hit: at the top dose activity change, positive = activation, usual class: activators | 320,000 compounds, 0.063% hits | AID 504706, 2011; further: potency means the concentration at half of the fitted maximal effect; % of control where 0% means no effect; nearly all actives have a fitted effect of over 45% in size
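p53-null H1299 cells stably carrying temperature-sensitive p53-A138V and a BP100-luciferase reporter were pinned with compounds (4-point, 1:5 series) and held 24 hrs at 37 deg C. Luminescence was read 10 min after detection reagent.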
TCR act = Activators of T cell receptors: qHTS campaign; primary human leukocytes, anti-CD3, IL-2 HTRF, 48 h; 330,000 tested, under 10 active; Potency, µM (series often up to 9.22 µM), for inactives: at the highest dose activation of IL-2 secretion, usual class: activators; further: % of control where 0% means no effect
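Using a-CD3 beads without co-stimulation, primary human leukocytes were exposed to compounds for 48 hr. An HTRF IL-2 kit measured the cytokine, with europium-to-d2 energy transfer producing emission at 665nm upon 320nm excitation.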
TRPV1 ag = HTS Assay for Compounds that Act as Agonists of the Vanilloid Receptor 1; Transient receptor potential cation channel subfamily V member 1 (Homo sapiens), Q8NER1; TRPV1-expressing cells, Fluo-8 calcium influx, agonist mode; activation, % at 8.33 µM; 320,000 compounds, 0.19% hits; AID 540275, 2011; in the data active means activation above about 80%; inconclusive means between about 30% and that limit; further: 0% is about no effect
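TRPV1-expressing cells were cultured overnight at 35.5C and loaded with Fluo-8 calcium dye for 40 to 90 min at room temperature. After a 10 s baseline, compound was added and calcium influx was read kinetically for 3 min (ex 480/em 520 nm).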
PTAP TSG101 blk = qHTS Assay for Iinhibitors of HIV-1 Budding by Blocking the Interaction of PTAP/TSG101; AID 493005, 2010; Fluorescence polarization, FITC-PTAP peptide / Tsg101 binding; Potency, µM (doses to about 115 µM), for inactives: at the highest dose activity change, negative = inhibition, most hits filed as inhibitors; 340,000 tested, under 10 active; active means well fitted inhibition curve with a large enough effect in the main read-out, with a control signal flat, not every such curve was filed as active; inconclusive means small, poorly fitted or top-dose-only effect, or effect the other way, or a change in a side signal; inactive means no such curve, though single readings can be large or run the other way; further: potency means the concentration at half of the fitted maximal effect; % of control where 0% means no effect
Target sequence (Q99816 whole entry, looked up): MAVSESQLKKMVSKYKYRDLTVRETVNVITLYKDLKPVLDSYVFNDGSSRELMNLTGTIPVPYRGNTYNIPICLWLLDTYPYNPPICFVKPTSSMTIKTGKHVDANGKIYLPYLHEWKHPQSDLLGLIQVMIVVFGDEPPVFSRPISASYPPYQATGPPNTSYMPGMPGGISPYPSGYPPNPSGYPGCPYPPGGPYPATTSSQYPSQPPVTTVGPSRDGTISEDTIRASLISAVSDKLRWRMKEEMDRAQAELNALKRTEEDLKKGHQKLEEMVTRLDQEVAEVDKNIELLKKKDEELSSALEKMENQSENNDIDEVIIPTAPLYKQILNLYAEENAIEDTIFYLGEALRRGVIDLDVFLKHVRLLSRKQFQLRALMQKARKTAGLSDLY
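Tsg101 binding domain (10 uM final) was mixed with compound and a FITC-labeled PTAP peptide (50 nM final) in HEPES pH 7.5 buffer with NaCl, Tween 20, EDTA and TCEP; fluorescence polarization was read after 20 min at r.t.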
B2AR arrestin = qHTS assay of beta-arrestin-biased ligands of beta2-adrenergic receptor | 330,000 compounds, 0.02% hits | beta-arrestin recruitment to beta2AR, cell-based reporter | Potency, µM (highest dose often 46.1 µM), inactives show at the highest dose activation, actives largely listed as activators | Beta-2 adrenergic receptor (Homo sapiens), P07550;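 further: potency means the concentration at half of the fitted maximal effect; 0% = DMSO controls and full agonism = EC100 isoproterenol or metaproterenol; nearly all actives have a fitted effect of over 65% in size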
Target sequence (P07550 whole entry, looked up): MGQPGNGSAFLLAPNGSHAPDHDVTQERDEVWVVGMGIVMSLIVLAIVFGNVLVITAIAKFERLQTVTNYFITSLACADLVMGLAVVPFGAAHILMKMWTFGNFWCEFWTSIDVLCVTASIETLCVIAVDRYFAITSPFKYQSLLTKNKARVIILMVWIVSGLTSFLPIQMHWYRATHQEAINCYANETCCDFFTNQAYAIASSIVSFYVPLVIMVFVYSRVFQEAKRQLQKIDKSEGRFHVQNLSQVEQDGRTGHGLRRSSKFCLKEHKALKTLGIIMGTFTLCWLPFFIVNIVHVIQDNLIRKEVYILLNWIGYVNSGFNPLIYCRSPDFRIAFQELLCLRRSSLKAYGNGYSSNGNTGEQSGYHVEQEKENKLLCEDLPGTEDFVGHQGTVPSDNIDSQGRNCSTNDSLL
a7 integrin act = qHTS for Activators of Integrin-Mediated Alleviation for Muscular Dystrophy; AID 624291, 2012; 350,000 compounds, 0.064% hits; Potency, µM (top dose mostly 38.3 µM), inactives show top-dose activation, usual class: activators; alpha7betagal myoblasts, beta-gal FDG fluorescence, 48 h;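 further: potency means the concentration at half of the fitted maximal effect; 100% = response of the positive control SU9516; nearly all actives have a fitted effect of over 60% in size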
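alpha7betagal+/- myoblasts (passage 13, 250/well) treated 48 h at 37C with compounds at 1:260 dilution of DMSO stock. Lysed, then beta-galactosidase activity read as FDG fluorescence (ex 480/em 540) after 30 min, with pre-read for autofluorescence.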
* = called active by the depositor; ? = inconclusive; nt = no result given; [ ] = another dose, or the depositor's remark. Unless noted, the call rests on the fitted dose curve; in most records, active means well fitted curve in the direction sought with a large enough effect; inconclusive means small, poorly fitted or top-dose-only effect, or another doubt; inactive means no such curve, though single readings can be large; an effect the other way counts as inactive or inconclusive. No enrichment for hits; any-hit rate near 3.8%.

Order of results: AT treatment	CXXC DNA block	BRCA1 expr up	ELG1 repair inh	p53 reactivation	TCR act	TRPV1 ag	PTAP TSG101 blk	B2AR arrestin	a7 integrin act
O=C(NCc1ccccc1)c1cc2ccccc2o1
 : 3.2%	3.1%	?	?	?	-4.6%	-7.7	-7.2%	0.0%	1.9%
c1ccc(-n2nnc(-c3cccnc3)n2)cc1
 : -10.6%	-20.3%	7.94µM*	?	?	0.1%	3.6	-3.6%	-0.1%	4.0%
CCOC(=O)C1(CCCc2ccccc2)CCN(C(=O)c2cnn(CC)c2)CC1
 : 2.1%	6.2%	-3.2%	6.0%	-3.6%	0.3%	2.3	-2.8%	-0.5%	4.6%
O=C(COC(=O)CSc1ccc([N+](=O)[O-])cc1)NCc1ccco1
 : 3.5%	nt	0.7%	15.0%	5.3%	-6.4%	2.2	-2.3%	0.2%	-4.2%
CC(C)COc1ccc(C(=O)OCCN2CCOCC2)c(O)c1
 : 1.7%	-3.5%	11.0%	14.7%	22.8%	-11.0%	4.7	-2.9%	0.6%	-12.4%
COc1ccccc1CNC(=O)C(NC(=O)c1ccccc1)C(C)C (centres undefined)
 : 1.6%	-6.9%	-14.3%	6.1%	0.4%	0.7%	-1.3	-5.9%	-0.5%	10.6%
O=C1[C@@H]2Cc3c([nH]c4ccccc34)C(c3cccc([N+](=O)[O-])c3)N2C(=O)CN1C1CCN(Cc2ccccc2)CC1 (some centres undefined)
 : 2.9%	7.9%	nt	?	5.8%	nt	-3.0	nt	-1.5%	nt
CCOc1ccc(NC(=O)CN(C)C(=O)c2ccc(N3CCOCC3)c([N+](=O)[O-])c2)cc1OCC
 : 2.3%	15.9%	-4.1%	-27.8%	-13.7%	nt	1.3	-1.1%	-0.2%	-17.2%
CCCCCOC(=O)CSc1nc2c(c(=O)[nH]c(=O)n2C)n1CCc1ccccc1
 : -5.0%	3.6%	-12.8%	-0.9%	-2.7%	0.4%	4.0	0.3%	0.0%	-10.6%
CC[N+]1=CN(c2ccccc2)C(C)=CC1(C)C
 : -1.2%	-8.8%	-3.9%	-0.6%	-6.9%	1.9%[46.1 µM]	-0.2	0.6%	-0.1%	-48.6%[inhibitor]
Cn1nc(C(=O)OCC(=O)Nc2ccccc2[N+](=O)[O-])c2ccccc2c1=O
 : -3.9%	nt	4.1%	0.5%	1.0%	1.4%	-3.1	-0.6%	0.3%	-8.5%
CC(=O)Nc1ccc(S(=O)(=O)NN=CCCc2ccccc2)cc1
 : nt	nt	-2.0%	nt	nt	-7.3%	nt	-4.3%	nt	-11.5%
O=C(CCCN1C(=O)/C(=C/c2ccco2)SC1=S)Nc1ccccc1
 : -1.6%	11.3%	-58.6%	?	?	0.6%[46.1 µM]	6.9	-1.9%	-0.2%	-10.7%
CC(=O)NC12CC3CC(C1)CC(C(=O)Nc1cccc(S(=O)(=O)N4CCCCCC4)c1)(C3)C2
 : nt	nt	-38.2%	nt	nt	-6.6%	nt	-3.7%	nt	-4.1%
COC(=O)c1cc(-c2ccc(S(=O)(=O)N3CCCC(C)C3)cc2)c(C(F)(F)F)s1 (centres undefined)
 : -15.8%	-0.9%	-13.6%	?	5.6%	-11.4%	1.4	-1.5%	0.7%	3.7%
COc1ccc(C(=O)NC2CCCCCC2)cc1S(=O)(=O)N1CCCc2ccccc21
 : -1.1%	3.4%	-50.8%	?	2.1%	-4.0%	1.7	0.3%	0.4%	-7.4%
COc1ccc(CN2CCN(Cc3cccc(F)c3)CC2)cc1OC
 : -33.3%	24.4%	-1.0%	-0.1%	-3.9%	3.2%	1.3	2.9%	-0.7%	-7.7%
O=C(c1ccc(F)cc1)N1CCCC(C(=O)N2CCc3ccccc3C2)C1 (centres undefined)
 : -19.2%	-2.4%	-9.9%	2.4%	-0.6%	5.6%	?	-1.1%	0.1%	7.7%
COCCCNC(=S)NNC(=O)c1csc2ccccc12
 : 4.1%	-0.5%	-10.7%	8.9%	18.3%	1.5%[46.1 µM]	-0.1	-1.0%	0.1%	11.1%
Cc1cccc(C(=O)NN2C(=O)C3C(c4ccccc4)C=CC(c4ccccc4)C3C2=O)c1 (centres undefined)
 : -0.4%	15.0%	-18.5%	1.5%	-0.9%	-5.8%	?	0.0%	0.1%	-7.6%
Cc1ccc(C)c(N(C(=O)c2nsc(Cl)c2Cl)C(C(=O)NC2CCCC2)c2ccc(O)cc2)c1 (centres undefined)
 : -3.4%	7.7%	-70.6%	-21.5%	2.3%	3.6%	14.2	-3.8%	-0.6%	9.4%
CS(=O)(=O)N(Cc1ccc(C(=O)Nc2ccccc2Sc2ccccc2)cc1)c1ccccc1
 : 1.4%	-1.1%	-35.7%	-7.8%	-1.0%	3.7%	0.0	-4.9%	-0.8%	-9.6%
CCCCCCCCC(=O)N/N=C/c1cccc(Br)c1
 : 1.0%	14.2%	2.2%	12.4%	-2.7%	nt	?	-11.8%	-1.1%	17.0%
O=C(CCC1COc2ccccc2O1)Nc1ccc(Cl)cn1 (centres undefined)
 : 9.5%	-2.3%	14.1%	-0.1%	?	-19.5%	8.9	-7.2%	-0.2%	4.9%
CCOC(=O)c1cc(N2CCCCC2)nc2ccccc12
 : nt	nt	-19.6%	nt	nt	1.2%	nt	0.7%	nt	-13.7%
CCN(CC)C(=O)c1sc(NC(=O)c2ccc3c(c2)OCO3)c(C#N)c1C
 : -2.5%	0.4%	2.6%	?	-1.7%	-6.2%	3.6	-14.1%	-0.3%	12.5%
O=C(O)c1ccccc1-c1nc2ccccc2c(=O)[nH]1
 : -3.8%	7.4%	5.6%	1.1%	17.2%	-0.6%	3.1	-0.2%	-0.2%	19.4%
CCNC(=S)Nc1nc2c(cc1C(=O)OCC)CCCC2
 : 2.5%	?	37.7%	?	?	-6.3%[46.1 µM]	-3.8	-4.7%	-0.7%	-2.1%
Cc1cccc(N2CCN(C(=O)c3ccc(NS(=O)(=O)c4c(C)noc4C)cc3)CC2)c1C
 : 5.4%	8.3%	0.0%	0.0%	-13.9%	1.1%	-9.3	-11.7%	0.4%	-14.0%
CCN(C(=O)COC(=O)c1ccccc1O)c1nc2ccccc2s1
 : 9.1%	nt	-2.8%	?	2.2%	1.2%[46.1 µM]	nt	-2.7%	0.3%	3.7%
Cc1nc(C)c(CCNC(=O)c2ccccc2Br)s1
 : -1.1%	-2.5%	0.3%	17.2%	0.9%	2.5%[46.1 µM]	0.7	-3.2%	-0.3%	13.1%
Cc1ccc2nc(SCC(=O)Nc3ccc(Br)cc3)nc(=O)n2c1
 : 4.8%	nt	23.0%	?	-1.5%	-0.8%	-3.7	-6.1%	0.1%	15.1%
Cc1cc(NC(=O)CSc2nnc(-c3cccnc3)n2N)no1
 : 3.4%	5.7%	-26.9%	-2.6%	4.6%	-0.2%	1.8	-5.7%	-0.2%	1.0%
CCN(CC)c1ccc(NC(=O)c2ccc(S(=O)(=O)N3CCOCC3)cc2)cc1
 : 16.3%	nt	-23.3%	?	-10.1%	4.4%	nt	-2.6%	-0.5%	4.6%
O=C(CSc1nc(-c2ccccc2)cc(C(F)(F)F)n1)NCc1ccco1
 : 6.7%	7.1%	-46.0%	-5.1%	2.9%	1.6%	28.0	-2.3%	0.1%	-21.3%
CN(Cc1ccccc1)C(=O)CCSc1nc(-c2ccc3c(c2)OCO3)cc(C(F)(F)F)n1
 : 2.0%	-6.2%	-71.1%[inhibitor]	16.4µM*	-11.4%	-0.6%[46.1 µM]	6.4	0.4%	-0.4%	-30.9%
CCN(CC)C(=S)NC(=O)c1ccc(OC)c(Br)c1
 : 4.9%	12.8%	-35.8%	-6.5%	-3.1%	0.6%[46.1 µM]	0.1	-1.8%	0.1%	-8.2%
Cc1nn(CC(=O)NCCc2ccccc2)c(C)c1[N+](=O)[O-]
 : 3.4%	1.4%	19.5%	?	8.3%	0.3%[46.1 µM]	1.0	0.2%	-0.3%	2.8%
O=C(CSc1nnc(NC(=O)C2CC(=O)N(c3ccccc3)C2)s1)NC1CCCC1 (centres undefined)
 : -0.1%	9.8%	-15.6%	-4.3%	2.7%	1.8%	2.2	nt	-1.0%	13.7%
COc1ccc(S(=O)(=O)N2CCC(O)(c3ccc(Cl)cc3)CC2)cc1OC
 : 0.1%	-5.7%	-47.4%	?	0.5%	6.7%	1.4	-3.3%	-0.5%	2.7%

High-throughput results: PubChem, National Center for Advancing Translational Sciences (NCATS)
